# MBD2 DNA inh – MBD2-methylated oligo binding inhibition; Q9UBB5; TR-FRET, MBD2 binding to methylated oligonucleotide; inhibition, % at 4.4 µM; 370,000 tested, 0.31% active; AID 686964; in the data active = inhibition above about 13%
# Target sequence (Q9UBB5 whole entry, looked up): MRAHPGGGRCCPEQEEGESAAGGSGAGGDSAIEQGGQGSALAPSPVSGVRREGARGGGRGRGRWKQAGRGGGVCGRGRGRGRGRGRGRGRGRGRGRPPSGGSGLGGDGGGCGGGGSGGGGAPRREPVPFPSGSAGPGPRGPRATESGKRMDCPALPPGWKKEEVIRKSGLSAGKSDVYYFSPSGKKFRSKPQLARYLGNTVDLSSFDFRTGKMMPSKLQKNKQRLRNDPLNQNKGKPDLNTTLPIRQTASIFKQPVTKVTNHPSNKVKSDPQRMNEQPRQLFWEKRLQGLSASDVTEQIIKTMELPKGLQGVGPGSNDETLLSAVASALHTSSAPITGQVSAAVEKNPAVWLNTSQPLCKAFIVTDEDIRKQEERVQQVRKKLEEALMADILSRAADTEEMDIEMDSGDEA
# ssDAF-12 act – S. stercoralis DAF-12 activation, primary screen; HEK293 ssDAF-12/GRIP1 lit1-tk-luc reporter, luminescence; % of 3 µM dafachronic acid response; activation, % at 6.8 µM; 370,000 tested, 1% active; AID 652126;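 active = activation above the mean over all tested compounds plus 3 SD, cut at about 0.9% in these data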;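 also: 0% = DMSO-only wells and 100% = 3 µM delta7-dafachronic acid wells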
# ADAM17 inh – ADAM17 inhibition, QFRET primary screen; 370,000 tested, 0.83% active; recombinant ADAM17, EDANS/DABCYL FRET peptide cleavage; P78536; inhibition, % at 6.95 µM;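 active = inhibition above the mean of compounds lying between control limits plus 3 SD, set per campaign, cut at about 8.5% in these data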;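 also: 0% = DMSO-only wells as the low control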
# hgDAF-12 ag – activates the H. glycines DAF-12 receptor ligand-binding domain; activation, % at 6.8 µM; HEK293 GAL4-hgDAF12 UAS-luciferase reporter, agonist luminescence; normalized to butyrate control; 370,000 tested, 1.8% active;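 active = activation above a cutoff set at the mean of all screened compounds plus 3 SD, cut at about 10% in these data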;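 also: 0% = DMSO wells and 100% = sodium butyrate wells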
# PLC-beta3 inh – PLC-beta3 (human) inhibition, primary screen | Purified PLC-beta3, fluorogenic substrate, fluorescence | inhibition, % at 12.2 µM | 370,000 tested, 0.18% active | AID 720704; in the data active = inhibition above about 11%;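 also: 0% = median of compound wells on plate and 100% = full blocker control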
# PLCg1 inh – PLC-gamma1 (human) inhibition, primary screen | P19174 | 370,000 tested, 0.84% active | inhibition, % at 12.2 µM | AID 720700 | purified PLC-gamma1, fluorogenic substrate, fluorescence; in the data active = inhibition above about 9.5%
# DAX1 inh-1 – inhibits human nuclear receptor DAX1. HEK293 Gal4-DAX1 luciferase reporter, luminescence. inhibition, % at 6.75 µM. AID 504766. P51843. 340,000 tested, 0.99% active;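 active = inhibition above the mean over all tested compounds plus 3 SD, cut at about 4.2% in these data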;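 also: 0% = DAX1-transfected cells with DMSO and 100% = empty-vector control cells with DMSO; inhibition shows as a rise in luminescence from relieved DAX1 repression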
# DAX1 inh-2 – DAX1 (NR0B1) inhibition, primary screen; AID 652010; inhibition, % at 6.8 µM; 370,000 tested, 1.1% active; HEK293T StAR-luciferase reporter, SF-1/DAX-1 repression relief;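 active = inhibition above the mean over all tested compounds plus 3 SD, cut at about 3.6% in these data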;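 also: 0% = DAX-1 cells with DMSO and 100% = cells lacking DAX-1 with DMSO; higher inhibition means more luminescence from relief of DAX-1 repression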
# SMARCA2 act – activators of SMARCA2 function; MG213 cells, MMTV-luciferase reporter, dexamethasone, overnight; activation, % at 9.1 µM; 370,000 tested, 1% active; AID 652017; in the data active = activation above about 7.8%;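 also: 0% = vehicle wells and 100% = reference activator wells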
# hcDAF12 agonist – H. contortus DAF-12 activation, primary screen; HEK293 hcDAF-12 lit1-tk-luc reporter, luminescence; 0% DMSO, 100% Δ7-dafachronic acid; activation, % at 6.8 µM; 370,000 tested, 1.4% active;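 active = activation above the mean of all tested compounds plus 3 SD, cut at about 5.5% in these data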;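 also: 100% = response to 3 µM Δ7-dafachronic acid high control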
# NR1D1 modulator – modulators of human Rev-erb alpha DNA binding; P20393; Rev-erbα–FITC-DNA binding, fluorescence polarization, 90 min; activity, % at 10 µM; 370,000 tested, 0.79% active; AID 1259318;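 active = activity above about 14%, limit read from the data; passing the limit was not always enough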;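 also: 0% = DMSO wells with 35 nM protein and 100% = DMSO wells with 750 nM protein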
# Target sequence (P20393 whole entry, looked up): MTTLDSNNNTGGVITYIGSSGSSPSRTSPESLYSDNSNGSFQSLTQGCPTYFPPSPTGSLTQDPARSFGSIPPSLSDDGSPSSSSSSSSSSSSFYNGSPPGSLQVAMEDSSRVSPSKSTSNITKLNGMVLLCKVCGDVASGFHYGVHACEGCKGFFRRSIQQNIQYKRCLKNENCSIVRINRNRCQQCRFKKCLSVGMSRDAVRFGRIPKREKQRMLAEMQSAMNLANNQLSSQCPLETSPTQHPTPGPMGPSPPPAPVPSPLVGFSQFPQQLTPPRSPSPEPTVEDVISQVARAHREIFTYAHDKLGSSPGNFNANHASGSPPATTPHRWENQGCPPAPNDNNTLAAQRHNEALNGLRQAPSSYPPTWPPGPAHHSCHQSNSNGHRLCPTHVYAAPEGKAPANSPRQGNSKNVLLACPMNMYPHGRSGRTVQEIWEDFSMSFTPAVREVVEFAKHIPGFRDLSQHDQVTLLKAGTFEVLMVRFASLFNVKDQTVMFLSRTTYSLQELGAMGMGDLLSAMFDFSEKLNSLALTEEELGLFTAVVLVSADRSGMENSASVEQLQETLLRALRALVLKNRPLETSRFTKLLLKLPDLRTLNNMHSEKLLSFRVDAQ
# An asterisk follows results filed as active; i = inactive; . = not tested or not shown. Outcome played no part in choosing rows; any-hit rate near 7.4%.
SMILES,MBD2 DNA inh,ssDAF-12 act,ADAM17 inh,hgDAF-12 ag,PLC-beta3 inh,PLCg1 inh,DAX1 inh-1,DAX1 inh-2,SMARCA2 act,hcDAF12 agonist,NR1D1 modulator
O=C(COc1ccc(Br)cc1)NCCCNC(=O)c1cnccn1,8,-1.1,-5,-3.2,-6,2,-1.0,-0.5,-1,-2.1,-4
Cc1nn(C)cc1CNC(=O)C1(C)CC1(Cl)Cl (stereo not given),-2,-1.3,1,-1.8,3,3,-0.2,-0.1,-2,1.7,-6
CC(C)CC1NC(=O)N(CC(=O)N2CCCc3ccccc32)C1=O (stereo not given),1,-1.0,1,-1.4,6,4,0.6,0.3,-1,-1.4,-7
CC(=O)O/C(=C\c1cn(C(C)=O)c2ccccc12)C(=O)O,0,0.3,-2,-2.5,-5,3,1.2,0.9,-3,3.5,0
COC(=O)C1Cc2c([nH]c3ccccc23)CN1 (stereo not given),-1,0.1,-60,-0.5,-117,-88,0.3,-0.6,-6,-1.6,6
COc1ccc2c(c1)C(C1=C(O)CC(C)(C)CC1=O)C1=C(CC(C)(C)CC1=O)O2 (stereo not given),-4,-1.4,0,-3.4,0,-3,0.8,-0.9,-1,-1.3,4
C=Cc1ccc(C(=O)N2CCCC(Nc3ccc4c(c3)OCCO4)C2)cc1 (stereo not given),-3,-0.4,2,1.2,-8,-3,0.8,-1.7,-1,0.4,2
O=C(CCCN1C(=O)/C(=C/c2cccc(Br)c2)SC1=S)NCCCN1CCOCC1,0,-1.2,-1,-1.3,-17,-17,1.0,1.0,1,-1.3,-6
CC(C)=CCC[C@H](C)C[C@@H]1Cc2[nH][nH]c(=O)c2[C@H](c2ccc(Cl)cc2)O1,2,-1.2,-4,-1.9,1,-1,.,1.0,1,0.0,2
CN1CCCN(Cc2nc(-c3ccc(Cl)cc3)no2)CC1,-1,-2.0,3,4.8,-3,2,-0.4,1.5,-1,1.5,-4
C=Cc1ccc(Cn2nc(-c3ccc(C)cc3)ccc2=O)cc1,-5,-1.1,5,-0.8,-6,-1,-1.5,-0.3,-1,0.1,4
COc1ccccc1-n1cnc2cc(NCc3ccco3)ccc21,-4,-1.6,1,-0.3,-14,-7,0.2,-0.8,2,-0.6,-3
COc1cccc(-c2nc3nc(C)cc(C)n3c2NC2CCCCC2)c1,2,-1.2,-10,1.7,-53,-36,.,-0.9,-2,1.1,-3
Cc1ccn2c(C(=O)N/N=C\c3ccccc3[N+](=O)[O-])c(C)nc2c1,-4,-1.5,-12,-1.6,-11,-12,0.9,0.7,-3,-1.9,-3
CC(C)C[C@@H](C(=O)NC1CCN(Cc2ccccc2)CC1)N1C(=O)N2CCc3c([nH]c4ccccc34)[C@@]2(C)C1=O,3,-0.2,1,-1.0,3,5,-0.9,1.1,-3,3.4,2
Cc1nc2ccccn2c1C(=O)CSc1cccc(Cl)c1,-3,-1.7,4,-3.8,2,1,-0.6,-1.0,-4,-1.2,1
COc1ccc(N2C(=O)CC(N3CCC(C(N)=O)CC3)C2=O)cc1 (stereo not given),5,-1.4,-5,1.3,0,2,-0.5,-0.1,-2,-1.4,1
Cc1ccc(C(C)C)c2oc(=O)cc(-c3ccc(-c4ccc(C(F)(F)F)cc4)cc3)c12,-1,-0.8,1,1.9,6,3,-0.1,0.0,-6,-0.3,1
CCOc1ccc2oc(C(=O)OCC(=O)N3CC(C)OC(C)C3)c(C)c2c1 (stereo not given),0,-0.4,-90,2.0,-129,-82,0.5,-0.6,-6,-0.1,-2
O=C1CC[C@@H]2C[C@@]3(C[C@@H]4CCN1[C@H]24)Nc1cc([N+](=O)[O-])ccc1NC3=NCc1ccccc1,-9,-1.4,-2,2.3,-10,-4,1.1,-0.1,2,-0.6,5
COc1ccc(S(=O)(=O)NN=C2CCCC2)cc1,7,-1.8,-7,2.3,2,-1,-0.3,-0.1,1,-0.4,-4
O=c1c2cc3c(cc2[nH]c(=S)n1Cc1ccco1)OCO3,3,-1.0,4,0.4,-1,3,-2.6,-0.8,7,-0.6,-13
CCn1c(COc2ccc(Cl)cc2)nnc1SCc1nc2ccccc2[nH]1,-5,-1.7,-2,-0.8,-4,-2,-0.1,-2.0,-1,-2.1,-3
CN(C)C(=O)c1ccc(-c2n[nH]c(=O)c3ccccc23)cc1,0,-1.5,0,-0.6,3,2,4.8*,1.4,-3,0.3,4
COCc1cc(C)nc2sc(C(=O)Nc3ccc(OC)cc3)c(N)c12,-1,-1.4,-6,1.8,-160,-127,0.3,-0.2,2,3.1,1
SMILES,MBD2 DNA inh,ssDAF-12 act,ADAM17 inh,hgDAF-12 ag,PLC-beta3 inh,PLCg1 inh,DAX1 inh-1,DAX1 inh-2,SMARCA2 act,hcDAF12 agonist,NR1D1 modulator
CCOC(=O)C1=C(COC(=O)c2cccc(N(C)C)c2)NC(=O)NC1C (stereo not given),-1,0.1,2,4.8,-32,-31,-0.5,4.2*,5,1.2,-7
CNC(=O)NC(=O)COC(=O)CCCSc1nc2ccccc2s1,4,-1.7,0,-7.9,-1,-2,0.2,-0.3,-7,-2.3,1
CCCc1nn2c(=O)cc(CSCC(=O)Nc3nnc(CC)s3)nc2s1,5,-1.4,1,-0.7,-74,-2,0.6,-1.7,-3,-1.7,-10
O=C(NCCN1CCN(C(=O)c2cccs2)CC1)c1cccs1,4,-0.6,-2,-2.9,2,3,-0.2,-0.1,5,-0.8,-6
COc1ccc(C2CC(c3cccs3)=NN2c2ccc(F)cc2)cc1OC (stereo not given),-1,-1.4,-177,-0.1,i,i,2.6,0.8,-5,0.0,-2
O=c1c2ccccc2ccc2ccc(P(=O)(O)O)cc12,-2,-0.9,-16,-1.1,-22,-16,0.4,0.0,0,-1.6,0
COc1ccc(/C=N/n2c(C)nc3c([nH]c4ccccc43)c2=O)cc1CN1CCCC(C)(C)C1,-4,-1.3,-4,1.0,-7,2,-0.1,0.3,1,-1.2,1
COc1ccc(CNc2ccc(C(=O)O)cc2)cc1,1,-0.7,-4,1.5,3,4,1.8,1.1,0,2.4,2
CN(CC(=O)NCc1ccccc1Cl)S(=O)(=O)c1cccs1,-2,-1.0,4,-0.8,-3,6,0.4,-0.2,3,-1.4,-8
Cc1ccc(NC(=O)CN(C2=NC3CS(=O)(=O)CC3S2)c2ccccc2)cc1 (stereo not given),5,-1.1,-3,0.1,-1,-1,.,0.6,-4,0.7,5
O=C(Nc1cccc(F)c1)Nc1nnc([C@@H]2O[C@H](CO)[C@@H](O)[C@H]2O)s1,6,-1.1,-5,-0.3,-4,-1,.,0.3,-2,-2.1,-1
COc1ccc(N2CCN(C(=O)/C=C/[C@H]3O[C@@H](n4ccc(=O)[nH]c4=O)[C@H](O)[C@@H]3O)CC2)cc1,-4,-1.2,-2,2.6,1,-2,.,-0.8,0,-1.0,-1
CC(=O)C(Cc1ccccc1)NC(=O)CN1CCN(Cc2ccccc2)CC1 (stereo not given),-2,-1.5,2,-3.6,-1,0,-0.8,-0.6,-2,-2.4,5
COc1ccc(N2CC(NS(=O)(=O)c3cccnc3)CC2=O)cc1OC (stereo not given),-1,-0.6,-1,1.7,-1,-2,1.7,-0.1,-3,0.0,-2
CCC(C)Oc1nc(C)cc(C)c1S(=O)(=O)c1ccccc1C (stereo not given),1,-1.8,-2,0.3,-1,0,0.1,-0.3,-1,-2.2,-3
CCOC(=O)c1ccc(NC(=O)CN2CCN(CCN=CC3=C(O)CC(C)(C)CC3=O)CC2)cc1,-2,-1.2,-2,2.5,1,-1,0.1,-0.7,-5,0.2,-4
CCOc1ccc(C(=O)c2ccccc2C(=O)O)cc1OCC,2,-0.7,-2,-0.8,1,-1,-1.7,-0.5,2,0.9,3
C=CCOn1c(=O)c(-c2ccc(F)cc2)[n+]([O-])c2ccccc21,2,-1.5,-4,0.7,-13,-4,0.5,0.2,-1,-2.2,-6
O=C(CSc1c[nH]c2ccccc12)NCc1ccc2c(c1)OCO2,-5,0.0,-1,0.2,1,1,-0.3,0.0,-1,2.7,0
CCCC(=O)N1CCC1(C)C(=O)Nc1cc(C)ccc1C (stereo not given),5,-1.2,-7,1.8,1,2,.,0.0,-1,-0.8,3
COc1cc2c(c(OC)c1OC)-c1ccc(OC)c(=O)cc1[C@@H](N(C)CC#CCO)CC2,-2,-0.8,1,-2.4,-3,3,0.4,0.2,2,-1.1,-2
CCN(CC)CCNC(=O)CCN1N=C(c2ccccc2)CCC1=O,-6,-0.2,4,-1.0,-1,2,-0.6,0.3,-1,-0.4,1
Cc1cc(C)cc(NC(=O)N2CCCN(c3ncccc3[N+](=O)[O-])CC2)c1,-1,-1.9,-2,-2.9,-6,-1,0.8,0.1,-1,-2.7,-1
O=C(Nc1ccccc1)c1ccccc1Oc1ccc(C(F)(F)F)cc1[N+](=O)[O-],1,-1.7,-5,-1.3,1,7,-1.1,-0.3,0,-1.4,4
CCCS(=O)(=O)c1c(S(=O)(=O)CCC)c2cnccn2c1C(=O)c1ccc(F)cc1,6,-1.8,1,0.6,-3,-5,-1.4,0.6,5,0.3,1

# 3 compounds from above, ordered by their value in MBD2 DNA inh, largest number first.
structure	MBD2 DNA inh
C=CCOn1c(=O)c(-c2ccc(F)cc2)[n+]([O-])c2ccccc21	2
CCC(C)Oc1nc(C)cc(C)c1S(=O)(=O)c1ccccc1C (stereo not given)	1
COc1ccc(N2CCN(C(=O)/C=C/[C@H]3O[C@@H](n4ccc(=O)[nH]c4=O)[C@H](O)[C@@H]3O)CC2)cc1	-4

# (listing goes on)
SMILES,MBD2 DNA inh,ssDAF-12 act,ADAM17 inh,hgDAF-12 ag,PLC-beta3 inh,PLCg1 inh,DAX1 inh-1,DAX1 inh-2,SMARCA2 act,hcDAF12 agonist,NR1D1 modulator
O=C1c2ccccc2C(=O)c2c([N+](=O)[O-])ccc(O)c21,-2,-1.5,0,0.8,-7,-1,-0.5,-0.3,-2,0.9,-14
Cc1ccc(CN(C)C(=O)c2ccc(NS(=O)(=O)c3ccc4[nH]c(=O)[nH]c4c3)cc2)cc1,-3,-1.1,1,1.4,-4,0,1.2,-0.9,-2,1.9,-4
Cc1cc(C(F)(F)F)cc(NNC(=O)NC(=O)c2ccccc2Cl)n1,-2,-0.7,0,0.3,-4,2,.,-0.5,-3,-0.7,-2
Cc1cc(O)c(C(C)C)cc1N=Cc1ccc([N+](=O)[O-])cc1,-3,-1.5,0,0.5,-10,2,1.0,-3.6,1,-0.6,-2
Cc1nc(N)nc(OCC(F)(F)C(F)F)c1Br,-2,-0.3,-4,-1.1,1,-1,-0.1,-0.1,2,1.3,-1
CN1CCNC(=O)C1CC(=O)N1CC=C(c2ccc(F)cc2)CC1 (stereo not given),1,-1.2,-4,-1.4,-5,-4,0.5,0.0,0,0.4,-5
CNC(=S)NNC(=O)Cc1ccccc1,-1,-0.8,-3,0.5,4,4,1.3,1.4,-1,-0.6,3
Cc1cc(C)n(CCNC(=O)C2CCC(=O)N(CC3CCCCC3)C2)n1 (stereo not given),0,-0.4,-1,-2.1,-8,-1,0.3,-0.1,-2,-1.4,2
COc1ccc(Cl)cc1C(=O)NC(=S)Nc1nc(C)cc(C)n1,-4,-1.3,-2,-0.5,-4,2,0.1,-0.4,6,-2.3,-6
O=C(O)c1ccc(C2Nc3ccccc3C(=O)N2Cc2ccccc2)cc1 (stereo not given),1,-0.9,-252,-2.1,-340,-237,-0.2,0.0,-2,-1.4,1

# Source: PubChem (several laboratories)
